# High-throughput results (PubChem BioAssay)
# TNAP inh noacc: TNAP (human) inhibition, acceptor-free conditions | purified TNAP, CDP-star luminescence, 30 min | 200,000 tested, 0.26% active | inhibition, % at 20 µM;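 active means tissue-nonspecific alkaline phosphatase inhibition above about 50% at 20 µM in the single-dose screen, limit read from the data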;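 further: 0% = DMSO negative control and 100% = EDTA positive control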
# Target sequence (P05186 whole entry, looked up): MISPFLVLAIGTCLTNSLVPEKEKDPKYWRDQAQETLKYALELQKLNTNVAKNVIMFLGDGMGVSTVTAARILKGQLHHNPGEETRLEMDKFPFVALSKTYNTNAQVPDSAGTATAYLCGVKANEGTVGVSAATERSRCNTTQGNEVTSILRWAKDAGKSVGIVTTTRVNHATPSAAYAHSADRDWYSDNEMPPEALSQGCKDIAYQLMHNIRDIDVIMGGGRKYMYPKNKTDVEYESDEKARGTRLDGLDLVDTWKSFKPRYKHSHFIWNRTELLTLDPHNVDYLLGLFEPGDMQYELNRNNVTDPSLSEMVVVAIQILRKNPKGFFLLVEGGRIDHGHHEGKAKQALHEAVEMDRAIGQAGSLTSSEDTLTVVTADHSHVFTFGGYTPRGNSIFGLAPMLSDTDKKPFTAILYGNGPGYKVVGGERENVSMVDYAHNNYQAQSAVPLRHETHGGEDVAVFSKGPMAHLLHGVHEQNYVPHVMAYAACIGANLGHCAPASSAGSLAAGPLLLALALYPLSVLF
# S1P3 antagonist: antagonists of human S1P3 receptor. inhibition, % at 4.98 µM. AID 485. CHO S1P3 NFAT-BLA reporter, FRET fluorescence, antagonist mode. Q99500. 170,000 tested, 0.27% active;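 active means inhibition above the plate cutoff, the mean inhibition of test wells on that plate plus 3 SD, cut at about 28% in these data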;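 further: cells challenged with S1P at its EC80 of 0.8 µM; blue over green emission ratio from cleaved BLA substrate after 4 h stimulation; 0% = S1P-stimulated wells and 100% = unstimulated DMSO-only wells; some compounds past the cut are filed as inactive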
# Target sequence (Q99500 whole entry, looked up): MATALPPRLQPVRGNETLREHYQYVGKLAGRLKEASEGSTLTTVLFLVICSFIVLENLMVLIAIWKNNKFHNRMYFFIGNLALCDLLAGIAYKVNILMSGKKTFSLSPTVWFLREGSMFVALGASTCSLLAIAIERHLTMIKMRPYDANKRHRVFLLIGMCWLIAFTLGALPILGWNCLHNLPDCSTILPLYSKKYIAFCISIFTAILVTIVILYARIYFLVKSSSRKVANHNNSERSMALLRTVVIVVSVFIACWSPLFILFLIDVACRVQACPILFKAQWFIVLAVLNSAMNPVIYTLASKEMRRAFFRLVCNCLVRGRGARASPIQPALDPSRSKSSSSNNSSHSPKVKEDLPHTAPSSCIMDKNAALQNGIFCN
# Redox H2O2 prof: compounds producing H2O2 with reducing agent – biochemical, NIH compound library profiling, artefact control for MLSCN library redox annotation, primary screen | activation, % at 10 µM | DTT-dependent redox cycling H2O2, phenol red/HRP absorbance; 100% = 100 µM peroxide control, 0% = buffer | 200,000 tested, 0.03% active;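 active means activation of at least 50% relative to the plate's high and low controls in the primary single-dose screen; inactive means activation below 50%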;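 further: compound incubated with DTT at 0.8 mM final as the reducing agent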
# PMI act satM6P: increases human PMI activity with near-saturating mannose 6-phosphate | coupled PMI enzyme assay, resazurin fluorescence, 20 min; active compounds read high; 1 = untreated enzyme, 0 = substrate-free blank | 190,000 tested, 0.34% active | activation factor at 20 µM | P34949;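 active means activation factor of 2 or more at 20 µM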
#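 Material: human phosphomannose isomerase with PGI, G6PDH, diaphorase coupling enzymes / Reagent: Man-6-P substrate 1.0 mM / Dosing: single compound dose of 20 µM, 1% DMSO final / Incubation: enzyme reaction with compound 20 min at room temperature / Signal: resorufin fluorescence (Ex 544/Em 590 nm) from resazurin via diaphorase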
# TNAP inh hi DEA: inhibitors of human TNAP at high phosphate acceptor concentration; AID 1135; P05186; 200,000 tested, 0.03% active; purified TNAP, CDP-star luminescence, 1 M DEA; inhibition, % at 20 µM;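 active means over 50% inhibition of tissue-nonspecific alkaline phosphatase at 20 µM in the single-dose screen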;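 further: plate controls were DMSO wells for no effect and EDTA-quenched wells as full inhibition for full effect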
# RAM inhibit: inhibitors of the yeast RAM network; 190,000 tested, 1.8% active; inhibition, % at 50 µM; S. cerevisiae dse1pr::URA3 reporter, 5-FOA growth OD615, 2 d; analog-sensitive cbk1-as2 kinase mutant strain;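 active means inhibition above a set limit, 3 SD over mean compound inhibition, cut at about 8.4% in these data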;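 further: 0% = DMSO-only wells with no growth and 100% = 10 µM 1-NA-PP1 full growth; inhibition rescues growth on 5-FOA so higher OD means more RAM inhibition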
# PMI act: phosphomannose isomerase (human) activation; activation factor at 20 µM; AID 1214; P34949; 190,000 tested, 0.005% active; purified human PMI, coupled resazurin fluorescence, 20 min; active compounds read high; 1 = vehicle control, 0 substrate-free wells;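 active means activation factor of 2 or more at 20 µM, relative to plate controls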
# HMGR II inh: blocks class II HMG-CoA reductase of Enterococcus faecalis. purified E. faecalis HMGR, NADPH absorbance 340 nm kinetic. inhibition, % at 10 µM. 190,000 tested, 0.41% active;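 active means inhibition above a set limit, the median over all tested compounds plus 3 SD, cut at about 9.5% in these data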;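 further: enzyme runs in reverse so mevalonate oxidation gives rising NADPH absorbance; 0% = complete reaction with DMSO and 100% = background rate lacking mevalonate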
# L major viab: inhibitors of Leishmania major promastigote growth; Leishmania major promastigotes, resazurin fluorescence viability; inhibition, % at 10 µM; 200,000 tested, 9% active; AID 1063; in the data active means inhibition above about 50%;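 further: promastigotes grown with compound for 44 hours at 28 °C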
# Hsp70 act: Hsp70 transcriptional activation, primary screen; activation, % at 10 µM; HeLa Hsp70 promoter luciferase reporter, luminescence; scaled: vehicle 0, proteasome-inhibitor control 100%; 200,000 tested, 0.04% active;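 active means activation above the mean across all tested compounds plus 3 SD, cutoff set per campaign, cut at about 5.5% in these data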;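 further: 100% = MG132 at 30 µM as the positive control and 0% = DMSO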
# The depositor's hits bear a star; x = not tested or not shown.
SMILES,TNAP inh noacc,S1P3 antagonist,Redox H2O2 prof,PMI act satM6P,TNAP inh hi DEA,RAM inhibit,PMI act,HMGR II inh,L major viab,Hsp70 act
CN(C)/C=N/c1sc2c(c1C#N)CCC2,-16,-9,-1.0,0.8,-5,2.0,0.9,-5,11,-0.2
C=CCN(CC=C)C(=O)c1c(OC)cccc1OC,-8,-6,0.5,1,-3,0.0,1,-3,1,-0.4
O=C(NO)c1ccc(OC(F)F)cc1,-12,-14,-2.8,1.7,-4,0.0,1.4,1,32,0.1
O=C(c1cn(-c2ccccc2)nc1-c1cccc([N+](=O)[O-])c1)N1CCCCC1,-4,1,-0.2,0.8,-4,4.2,0.9,-5,13,-0.3
O=C(NCCCn1ccnc1)C(=O)NCc1ccccc1,-6,x,2.0,1,0,0.1,1,-1,-5,-0.1
O=C1CC(c2cccc(Cl)c2)c2cc3c(cc2N1)CCC3 (stereo unspecified),-7,x,-7.3,0.9,-1,-0.8,0.9,x,7,0.0
CCOC(=O)c1c(NC(=O)/C=C/c2ccc3c(c2)OCO3)sc(C)c1CC,-5,x,-6.5,1,-1,5.6,0.9,-1,-8,-0.2
Cc1cccc(NC(=S)NCc2cccs2)c1C,-14,x,2.3,1,-2,-0.9,1,1,18,0.0
CC(Oc1ccccc1)C(=O)OCC(=O)NC(=O)NCc1ccco1 (stereo unspecified),-17,x,-0.6,0.9,-12,2.3,1,-5,-5,-0.1
O=C(Nc1cccc2nsnc12)C1CC(=O)N(c2ccccc2)C1 (stereo unspecified),-1,-12,-1.1,0.8,5,2.4,0.8,-2,-4,-0.4
Cc1cc(C)nc(N(C#N)Cc2ccc([N+](=O)[O-])cc2)n1,-4,8,-0.1,x,-3,0.7,x,3,-6,-0.3
COC(=O)c1ccccc1NC(=O)NCc1ccc2c(c1)OCO2,-2,-12,1.2,0.9,4,1.9,0.9,-7,9,-0.1
Cc1ccc(-c2[nH]nc3c2C(c2ccoc2)C(C#N)=C(N)O3)cc1C (stereo unspecified),-11,-22,-0.8,0.8,1,-0.4,0.8,-2,21,-0.6
O=C(NN1C(=O)c2ccc3c4c(ccc(c24)C1=O)CC3)c1ccc(Br)cc1,-6,x,1.3,1.1,0,2.8,1,-2,-6,0.2
CC(=O)N1c2ccc(S(=O)(=O)CCC(=O)O)cc2CC1C (stereo unspecified),-10,-46,1.5,1,-1,1.4,1,-1,-7,0.0
CCOC(=O)N1CCC(N2CC34C=CC(O3)C(C(=O)Nc3ccc(C(C)C)cc3)C4C2=O)CC1 (stereo unspecified),-13,-2,-0.1,0.9,-7,-0.3,0.9,-1,-5,1.9
O=C(COc1ccccc1)Nc1ccc(NC(=O)c2ccco2)cc1,-18,-14,-0.3,1.1,-4,2.6,1,0,7,-0.2
COc1cccc(C(C(=O)NC2CCCC2)N(CC2CCCO2)C(=O)Cc2cccs2)c1 (stereo unspecified),-12,-10,0.4,1.1,-6,4.6,1,7,-7,0.1
COc1ccc(-n2c(=O)c3c(C)c(C)sc3n(Cc3ccc(F)cc3)c2=O)c(OC)c1,-5,-7,-0.3,0.9,-3,7.9,0.9,-3,29,-0.1
COc1ccc(/C=C2\CCCC3C2=NN(C(=O)c2scnc2C)C3c2ccc(OC)c(OC)c2)cc1OC (stereo unspecified),-4,x,-0.4,1,-4,5.9,0.9,-7,30,-0.1
Nn1c(SCC(=O)Nc2ccc3c(c2)OCO3)nnc1-c1ccncc1,-5,-26,3.1,1.1,-7,2.9,1,-7,-3,-0.4
Cc1ccc(S(=O)(=O)N2CCC(=O)N(C(COCc3cccc(C(F)(F)F)c3)C(C)C)CC2)cc1 (stereo unspecified),-4,-6,1.6,0.9,-2,13*,0.9,-4,10,-0.1
Cc1ccc(CN2CCC(CO)(CC3CCCCO3)CC2)o1 (stereo unspecified),-12,4,-0.5,0.8,-7,0.9,0.8,2,0,-0.3
O=C(NCc1cccc(F)c1)c1ccc(N2C(=O)Cn3c(cc4sccc43)C2=O)cc1,-8,5,0.1,0.9,1,5.2,0.8,-6,61*,-0.3
O=C(CCC(=O)N1CCCc2ccccc21)N1CCN(S(=O)(=O)c2ccccc2)CC1,-4,-7,-0.4,0.9,-10,-1.1,1,-3,5,-0.1
CCn1c(Oc2ccc(F)cc2)nc2c1c(=O)n(C)c(=O)n2C,-4,1,-0.5,1,-5,1.4,1,-4,-4,-0.3
CN1CCC(=NNC(=O)C(=O)NC2CCCC2)CC1,-12,x,0.5,1,0,1.0,1,-1,-5,-0.1
CC(C)C(=O)Nc1nnc(Sc2ccc(N(C)C)cc2)s1,-7,x,0.2,1,-3,3.9,0.9,2,-3,-0.4
COc1cc(C(=O)N2CCC(c3nc(-c4cccnc4)no3)CC2)cc(OC)c1OC,-12,-19,1.9,1,-4,1.5,1,-1,2,-0.3
Cc1cccc2nc(CSCc3ccco3)cn12,-4,0,-0.3,0.9,-4,0.8,1.1,5,9,0.0
O=C(C1CCCN(S(=O)(=O)c2cnc[nH]2)C1)N(CCc1ccccc1)Cc1ccccc1 (stereo unspecified),-6,0,-2.9,0.8,-4,0.1,0.9,-11,-3,0.0
CCc1c(C)nn(C(=O)/C(C#N)=C\N(C)C)c1C,-14,-11,-0.4,1,-3,0.9,1,-1,-2,-0.2
CC(C)(C)c1ccc(NC(=O)COC(=O)CCN2C(=O)c3cccc([N+](=O)[O-])c3C2=O)cc1,-3,-7,0.4,1,0,2.0,0.9,3,0,-0.1
CCN(CC)S(=O)(=O)c1ccc(N2CCCC2)c(C(=O)Nc2ccc(OC)c(Cl)c2)c1,4,-3,1.6,0.9,-4,3.2,0.8,-3,91*,-0.2
O=C(NCc1ccco1)C(c1ccco1)N(Cc1cccs1)C(=O)Cn1nnc2ccccc21 (stereo unspecified),-7,x,-0.3,1,1,9.5*,0.9,2,4,0.1
COc1cccc(CCc2nnc(CCC(=O)N3CCN(Cc4ccccn4)CC3)o2)c1,-11,-1,-0.6,1,-4,0.2,1.1,-2,-3,-0.3
O=C(Nc1cccc(NC(=O)c2nccc3ccccc23)c1)c1ccco1,-6,-2,x,0.9,0,x,0.9,x,x,x
Cn1c(SCC(=O)N=Nc2c(O)[nH]c3ccccc23)nc2ccccc21,-5,-9,0.6,1,2,1.3,1,-9,-1,-0.3
Cc1ccc(-c2ccc(/C=N\NC(=O)C3C(=O)NCC3c3ccccc3)o2)cc1Cl (stereo unspecified),15,x,-0.1,1,-14,1.9,1,-1,16,-0.3
O=C(CN(C(=O)CCC(=O)Nc1nccs1)c1ccc2c(c1)OCCO2)NCc1ccco1,-12,-19,-2.1,0.9,-8,3.6,0.8,-4,-6,-0.2

# Already shown: entries from further up.
SMILES,TNAP inh noacc,S1P3 antagonist,Redox H2O2 prof,PMI act satM6P,TNAP inh hi DEA,RAM inhibit,PMI act,HMGR II inh,L major viab,Hsp70 act
Cc1ccc(S(=O)(=O)N2CCC(=O)N(C(COCc3cccc(C(F)(F)F)c3)C(C)C)CC2)cc1 (stereo unspecified),-4,-6,1.6,0.9,-2,13*,0.9,-4,10,-0.1
Cc1ccc(CN2CCC(CO)(CC3CCCCO3)CC2)o1 (stereo unspecified),-12,4,-0.5,0.8,-7,0.9,0.8,2,0,-0.3
O=C(NCc1cccc(F)c1)c1ccc(N2C(=O)Cn3c(cc4sccc43)C2=O)cc1,-8,5,0.1,0.9,1,5.2,0.8,-6,61*,-0.3
O=C(CCC(=O)N1CCCc2ccccc21)N1CCN(S(=O)(=O)c2ccccc2)CC1,-4,-7,-0.4,0.9,-10,-1.1,1,-3,5,-0.1
CCn1c(Oc2ccc(F)cc2)nc2c1c(=O)n(C)c(=O)n2C,-4,1,-0.5,1,-5,1.4,1,-4,-4,-0.3
CN1CCC(=NNC(=O)C(=O)NC2CCCC2)CC1,-12,x,0.5,1,0,1.0,1,-1,-5,-0.1
CC(C)C(=O)Nc1nnc(Sc2ccc(N(C)C)cc2)s1,-7,x,0.2,1,-3,3.9,0.9,2,-3,-0.4
COc1cc(C(=O)N2CCC(c3nc(-c4cccnc4)no3)CC2)cc(OC)c1OC,-12,-19,1.9,1,-4,1.5,1,-1,2,-0.3
Cc1cccc2nc(CSCc3ccco3)cn12,-4,0,-0.3,0.9,-4,0.8,1.1,5,9,0.0
O=C(C1CCCN(S(=O)(=O)c2cnc[nH]2)C1)N(CCc1ccccc1)Cc1ccccc1 (stereo unspecified),-6,0,-2.9,0.8,-4,0.1,0.9,-11,-3,0.0

# Next section
SMILES,TNAP inh noacc,S1P3 antagonist,Redox H2O2 prof,PMI act satM6P,TNAP inh hi DEA,RAM inhibit,PMI act,HMGR II inh,L major viab,Hsp70 act
CCOC(=O)C1=C(CSc2n[nH]c(N)n2)NC(=O)NC1C (stereo unspecified),13,-26,3.4,1,-5,0.9,1,-12,-5,0.3
CCC(CC)c1nnc(NC(=O)C2CCCO2)s1 (stereo unspecified),-8,1,-1.5,1,-2,-0.4,1,-4,-2,-0.3
O=C(c1cc(-c2cccnc2)nc2ccc(Br)cc12)N1CCC2(CC1)OCCO2,x,-13,2.0,x,x,x,x,x,-2,-0.1
Cc1ccc(S(=O)(=O)N2CCOCC2)cc1NC(=O)c1cccc(S(=O)(=O)N2CCCC2)c1,-11,-4,0.1,1,-6,1.8,1,-7,-2,-0.2
CCCN(CCC)C(=O)Cn1c(=O)c2ccccc2n2c(=S)sc(-c3ccccc3C)c12,-1,-10,0.7,0.9,-1,8.0,0.8,3,98*,-0.5
O=C(NCCCN1CCOCC1)[C@@H]1CSC2c3ccccc3C(=O)N21 (stereo partly specified),-13,-14,0.1,0.9,-4,0.2,0.9,-3,1,0.0
Nc1c(C(=O)NCc2ccccc2)nnn1Cc1ccccc1,-21,-2,0.8,0.9,-8,2.0,1,2,-1,0.2
COc1cc(C(=O)N2CCN(C(=O)CC(C)C)CC2)cc(OC)c1OC,-20,5,-1.5,0.9,-6,0.0,0.9,-1,0,-0.1
